# MITF TRPM1 HTS – MITF TRPM1 promoter activation in melanoma cells. SK-MEL-5 TRPM1-promoter luciferase, 24 h; % of positive control, neutral wells = 0. activation, % at 12.5 µM. 0.75% of 300,000 active. AID 588334;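 active = mean activation of at least 80% with every replicate also reaching 80%; inconclusive = mean reaches 80% but some replicate falls short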;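 also: 0% = neutral control wells and 100% = parthenolide positive control wells; values of inactives mirror those of a sister screen read the other way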
# NSD2 HMT inh – blocks human histone methyltransferase NSD2. O96028. NSD2 peptide methylation, AlphaScreen, 120 min. inhibition, % at 12.5 µM. 0.54% of 310,000 active. AID 743445; in the data active = inhibition above about 50%
# dFosB activator – activators of mouse delta FosB homodimer. 0.99% of 340,000 active. activation, % at 25 µM. purified delta FosB, TAMRA-CDK5 oligo fluorescence polarization; percent of positive-control signal above neutral wells. P13346;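 active = mean activation above about 17%, with every replicate also reaching it, limit read from the data, passing the limit was not always enough; inconclusive = only one of the two conditions met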;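 also: fluorescence polarization rise as delta FosB binds a TAMRA Cdk5 AP-1 oligo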
# Target sequence (P13346 whole entry, looked up): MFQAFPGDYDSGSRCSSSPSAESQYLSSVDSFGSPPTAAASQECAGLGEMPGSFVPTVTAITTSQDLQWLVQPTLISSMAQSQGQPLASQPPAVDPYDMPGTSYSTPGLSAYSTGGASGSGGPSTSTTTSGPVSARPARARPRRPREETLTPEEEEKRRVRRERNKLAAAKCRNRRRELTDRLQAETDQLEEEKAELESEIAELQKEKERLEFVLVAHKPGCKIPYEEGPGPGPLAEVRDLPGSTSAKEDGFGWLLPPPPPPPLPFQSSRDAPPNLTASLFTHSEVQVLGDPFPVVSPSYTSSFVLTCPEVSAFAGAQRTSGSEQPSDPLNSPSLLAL
# Rtt109 HAT inh – inhibitors of Candida albicans Rtt109/Vps75 histone acetyltransferase; Q5AAJ8; purified Rtt109/Vps75, ThioGlo CoA-SH fluorescence, 4 h; inhibition, % at 34.9 µM; 0.16% of 330,000 active;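 active = inhibition of at least 50% in every replicate; inconclusive = best replicate reaches 50% inhibition but some replicates fall short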
# SR-BI DiI-HDL act – SR-BI HDL lipid transfer activation; CHO ldlA[mSR-BI] cells, DiI-HDL uptake fluorescence, 3 h; 100 = double the neutral-control signal; activation, % at 12.5 µM; 0.096% of 320,000 active;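 active = mean replicate activation of at least 60% and every replicate at or above 60%; inconclusive = mean or all-replicate condition met, but not both; inactive = mean below 60% and not all replicates reaching 60%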;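 also: 0% = median plate neutral-control signal and 100% = twice that signal; values of inactives mirror those of a sister screen read the other way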
#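 System: LDL receptor-deficient CHO ldlA cells overexpressing murine SR-BI | Timing: 3 h uptake period with compound, 37 °C | Medium: HEPES-buffered (25 mM, pH 7.4) F12 plus 0.5% BSA | Dosing: Single-point compound dose | Signal: Bottom-read fluorescence, 550/595 nm | Read-out: Retained DiI signal reflecting DiI-HDL uptake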
# CAL PDZ FP-1 – blocks peptide binding to the human CAL PDZ domain. Q9HD26. purified CAL PDZ, TMR-peptide fluorescence polarization, 1 h. inhibition, % at 24.9 µM. 0.92% of 300,000 active. AID 602252;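 active = mean inhibition of at least 30% with at least half of replicates also reaching 30%; inconclusive = no clear call, values can overlap the other calls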;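 also: 0% = DMSO neutral control and 100% = excess unlabeled competitor peptide PRC23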
# CAL PDZ FP-2 – blocks peptide binding to human CAL PDZ domain; purified CAL PDZ, TMR-peptide fluorescence polarization, 1 h; inhibition, % at 20 µM; 0.02% of 330,000 active; AID 504414;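 active = highest replicate inhibition of at least 40%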;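 also: plate controls were DMSO neutral control wells for no effect and unlabeled competitor peptide control wells for full effect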
#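 material = purified tagged CAL PDZ domain construct (CerCALP) | buffer or medium = sodium phosphate/NaCl buffer pH 7.4 with TCEP, IgG, Thesit | reagent = TMR-labelled reporter peptide T*-PRC34 bound in PDZ groove | incubation = 1 h room-temperature incubation prior to read | measured by = fluorescence polarization (mP) | evaluation = percent inhibition from loss of millipolarization | control set = unlabelled peptide and DMSO controls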
# PvdQ inh – P. aeruginosa PvdQ acylase inhibition; inhibition, % at 10 µM; purified PvdQ acylase, fluorescence plate reader; 0.063% of 340,000 active; in the data active = inhibition above about 30%, passing the limit was not always enough; inconclusive = no clear call, values can overlap the other calls;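 also: 0% = vehicle neutral wells and 100% = reference inhibitor wells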
# SR-BI DiI inh – mouse SR-BI HDL lipid transfer inhibition | Q61009 | ldlA[mSR-BI] CHO cells, DiI-HDL uptake fluorescence, 3 h | inhibition, % at 12.5 µM | 0.96% of 320,000 active | AID 488896;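 active = mean replicate inhibition of at least 70% and a set share of replicates each scoring 70 or more; inconclusive = meets just one of the two criteria; inactive = fails both criteria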;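 also: 0% = median of neutral control wells and 100% = median of positive control wells; values of inactives mirror those of a sister screen read the other way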
# Target sequence (Q61009 whole entry, looked up): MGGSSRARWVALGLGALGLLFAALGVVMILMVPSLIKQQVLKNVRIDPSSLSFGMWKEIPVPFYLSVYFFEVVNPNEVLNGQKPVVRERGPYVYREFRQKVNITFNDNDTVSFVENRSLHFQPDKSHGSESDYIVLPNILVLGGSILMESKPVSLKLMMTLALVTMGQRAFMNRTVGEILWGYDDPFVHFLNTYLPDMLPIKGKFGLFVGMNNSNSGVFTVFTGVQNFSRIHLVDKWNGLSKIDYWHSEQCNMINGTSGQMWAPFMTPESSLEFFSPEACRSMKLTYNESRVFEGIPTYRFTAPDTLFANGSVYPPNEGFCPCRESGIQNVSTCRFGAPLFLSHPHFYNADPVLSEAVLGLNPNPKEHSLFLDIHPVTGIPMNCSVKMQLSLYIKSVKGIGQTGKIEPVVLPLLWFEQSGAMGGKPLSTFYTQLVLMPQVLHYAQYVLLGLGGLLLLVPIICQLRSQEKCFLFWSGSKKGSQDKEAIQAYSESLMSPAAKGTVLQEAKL
# PfHsp90 yeast 2 – growth inhibition of yeast expressing Plasmodium Hsp90; S. cerevisiae expressing PfHsp90, BacTiter-Glo ATP, 48 h; yeast lacking PDR1 and PDR3 efflux regulators; inhibition, % at 9.4 µM; 0.32% of 310,000 active; AID 504621;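 active = every replicate shows inhibition above about 80%, whatever the replicate mean, limit read from the data; inconclusive = mean inhibition reaches the set limit but some replicate falls short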;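 also: 0% = DMSO neutral controls and 100% = 20 µM radicicol positive controls; yeast relying on Plasmodium falciparum Hsp90 in place of its own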
# * hit, by the source's call; u = inconclusive; x = not tested or not shown; & = joins results of further samples. Not a hit list; about 4.3% have a hit in one of these screens.
SMILES,MITF TRPM1 HTS,NSD2 HMT inh,dFosB activator,Rtt109 HAT inh,SR-BI DiI-HDL act,CAL PDZ FP-1,CAL PDZ FP-2,PvdQ inh,SR-BI DiI inh,PfHsp90 yeast 2
COc1ccc(NC(=O)NC2(C(=O)N3CCCCC3)CCCCC2)cc1,1,-3,2,-5,x,x,-0.8,-11,x,2
Cc1ccc(-c2n[nH]c(=S)n2/N=C/C=C/c2ccccc2[N+](=O)[O-])cc1,2,-3,-6,1,-10,1,-1.1,0,10,-1
COc1cc([N+](=O)[O-])cc(/C=N/NC(=O)C(C)Nc2cccc(C)c2)c1O (configuration not stated),-4,1,-4,7,5,-2,-0.3,19,-5,-5
CCN(CC)CCn1c2c(c(SCC(=O)Nc3ccc(C(C)C)cc3)nc1=O)CCC2,3,-14,0,8,35,-1,-2.4,-12,-35,x
O=Cc1cc(CCC(=O)O)ccc1O,5,x,4,5,23,0,0.0,-13,-23,x
O=C(c1ccc(Cl)c([N+](=O)[O-])c1)N1CCN(Cc2ccc3c(c2)OCO3)CC1,-16,0,-6,5,-25,2,-1.3,-16,25,7
Cc1nn(C)c(Cl)c1S(=O)(=O)N[C@@H](c1ccccc1)[C@]1(C)C[C@H]1[C@@H](C)C(=O)Nc1ccc2ccccc2c1,-12,x,8,6,-42,0,-1.8,-1,42,-19
Cc1ccc2[nH]c3c(=O)n4c(nc3c2c1)SCC4,-2,-4,-1,2,-15,-9,0.1,-1,15,-10
N#CC1=C2N=C(N)c3c(sc4c3CCCCC4)N2C2=C(C(=O)CCC2)C1c1ccccc1 (configuration not stated),-7,4,-7,10,12,-1,-0.7,-9,-12,-7
COC(=O)C1=C(C(=O)OC)[C@@H]2N(C)c3ccccc3[C@@]23C[C@@H](C(=O)OC)N(C(=O)c2cc(C)oc2C)C3=N1,-3,x,-7,3,21,-2,0.3,-2,-21,15
CC(C)(C)NC(=O)CSc1nc(N)cc(=O)[nH]1,-1,-15,1,10,3,x,-0.2,5,-3,-3
O=C1NCCCC1C(=O)N/N=C/c1cccc(O)c1 (configuration not stated),7,1,-3,1,-6,-2,-2.0,10,6,-9
Cn1c(SCC(=O)NC2CCCC2)nc2cccnc21,9,0,-3,3,0,9,-1.4,-1,0,18
O=C(O)CC(C(=O)OCC1CCCO1)N1CCOCC1 (configuration not stated),-1,-4,4,1,27,-1,-1.2,-4,-27,4
Cc1ccc2c(c1)c1c(c(=O)n(-c3ccccc3C)c(=O)n1CC(=O)NCC1CCCO1)n2C (configuration not stated),5,1,-9,-28,-31,-2,-1.3,-14,31,7
COc1cc([N+](=O)[O-])cc2sc(NC(C)=O)nc12,4,6,3,5,x,3,-0.2,6,x,-7
CC(C)CN(C(=O)c1ccc(S(=O)(=O)N2CCOCC2)cc1)C1CCS(=O)(=O)C1 (configuration not stated),4,0,-3,-1,0,x,-2.0,-2,0,11
Clc1ccccc1CSC1=NCCN1,-13,-1,-1,2,19,-2,-0.8,-7,-19,32
CCc1cccc(CC)c1NC(=O)c1cccc(N)c1,x,0,0,-2,20,-3,-4.4,0,-20,12
O=C(CSc1n[nH]c(-c2cccnc2)n1)Nc1ccccc1C(F)(F)F,1,-1,-17,2,3,-4,-4.6,-15,-3,34
COc1ccc([C@H]2CC(=O)C=C(c3c(C)cc(C)cc3C)C2)cc1,7,x,-3,-2,2,0,-0.3,-7,-2,33
Cc1ccc(OCC(=O)NC(C)c2ccccc2)c([N+](=O)[O-])n1 (configuration not stated),2,-3,5,1,-8,-2,0.7,-6,8,2
O=C(NCc1ccncc1)C(F)(F)C(F)(F)C(=O)NCc1ccncc1,-6,-1,-7,-2,1,11,0.3,-17,-1,-4
Cc1c(/C=C/C(=O)c2ccc(O)cc2)cnn1C,13,-2,-10,10,-7,1,-2.3,-10,7,14
COc1ccccc1NC(=O)CCC(=O)Nc1cc(OC)c(NC(=O)c2cccs2)cc1OC,-9,32,1,8,x,x,-0.4,-7,x,-37
CC1CCCCC1NC(=O)CSc1nnc(CN2CCOCC2)n1C (configuration not stated),-3,-5,6,-12,6,-1,-0.9,-9,-6,7
CC(C)OP(=O)(OC(C)C)C(NC(=O)c1ccc(Br)cc1)c1ccccc1 (configuration not stated),8,2,-6,4,9,x,-0.8,-15,-9,-41
O=C(NN1C(=O)/C(=C/c2ccc(O)cc2)SC1=S)c1cccc(O)c1,x,13,-2,-7,6,-10,-1.3,24,-6,-5
Cc1cccc2cc(CN(Cc3ccc(F)cc3)C(=O)N3CCOCC3)c(=O)[nH]c12,-2,2,-9,3,-12,-1,-1.0,-3,12,7
CC(=O)c1cccc(NC(=O)C(=O)Nc2cccc3ccccc23)c1,76,-1,-10,2,7,6,-0.9,-6,-7,x
Cc1ccc(S(=O)(=O)NCCC(=O)NC2CCCCCC2)cc1C,3,4,-8,5,25,-2,0.2,-9,-25,10
CCCn1c(=O)c(C(=O)NCc2ccc3c(c2)OCO3)c(O)c2ccccc21,x,3,0,-3,0,3,-2.0,-7,0,9
Cc1ccc(N2CC(C(=O)NCc3ccco3)CC2=O)cc1Cl (configuration not stated),-6,1,-19,6,4,9,-1.7,-8,-4,10
CN1CCCC(CC2Oc3ccccc3Sc3ccccc32)C1 (configuration not stated),10,11,-6,0,7,-6,-2.0,-4,-7,21
CN(C)S(=O)(=O)c1cccc(NC(=O)COC(=O)COc2ccccc2[N+](=O)[O-])c1,-14,-3,-1,-7,0,2,0.4,9,0,x
CCOC(=O)c1c(-c2ccco2)csc1NC(=O)COC(=O)c1cnc(C)cn1,-3,2,-1,-1,-9,-7,-2.2,2,9,-7
O=C(NCc1ccc2c(c1)OCO2)c1ccc2c(c1)C(=O)N(Cc1cccnc1)C2=O,-3,0,4,2,26,-8,-0.4,-14,-26,-5
Cc1cccc(NC(=O)CN2CCN(CC(=O)Nc3ccc(-c4ccccc4)cc3)CC2)c1C,-13,1,-12,-4,x,x,-3.8,-6,x,-26
Cc1cc(C2=CC(=O)C[C@H](c3ccc4c(c3)OCO4)C2)ccc1F,4,x,-4,-5,-39,-5,-1.3,-2,39,4
O=C(Nc1ccncc1)c1ccc(Cl)c([N+](=O)[O-])c1,0,-1,-4,0,-20,5,0.1,-12,20,-9
CCCOc1ccc(C(=O)Nc2ccc3c(c2)OCO3)cc1,68,1,2,-3,1,0,-1.6,-8,-1,-7
C=CCc1cccc(/C=N/c2ncccc2O)c1O,-3,x,-8,30,20,-2,-1.9,11,-20,-12
CC(C)(C)OC(=O)N1CCN(c2ccc(NC(=O)c3ccco3)cc2)CC1,0,0,-5,3,x,-2,-1.2,-13,x,13
COc1ccc(C(=O)C[n+]2ccc3c(c2)nnn3-c2ccccc2)cc1,-9,x,-12,-8,9,-6,-1.1,-17,-9,-14
Cc1nn2c(N3CCOCC3)cc(C(C)C)nc2c1-c1ccccc1,-1,-9,-4,0,u,-3,-0.6,-12,-191,-7
Cc1ccc(/C=N/NC(=O)CC(=O)NCc2cccnc2)cc1,-6,-3,-1,1,26,-1,-0.5,-9,-26,-10
CC(C)Cc1ccc(C(C)C(N)=Nc2ccc(O)cc2)cc1 (configuration not stated),x,4,4,1,15,x,-0.2,-13,-15,-11
CCCc1nn(C)c(C(N)=O)c1[N+](=O)[O-],-14,x,6,-7,7,-1,0.0,-7,-7,-16
O=[N+]([O-])c1cncc([N+](=O)[O-])c1Nc1ccccc1Cl,-9,15,-1,-6,9,-2,-2.1,-2,-9,-9
COc1ccc(/C=N/NC(=O)c2cccnc2)cc1CSc1ccccn1,-11,0,-33,-9,-7,x,-4.4,-15,7,-8
Cc1nc2c(-c3ccccc3)c(C)nn2c(C)c1CCC(=O)NCc1ccco1,-2,x,-5,15,x,x,-4.0,2,x,-11
O=S(=O)(NCc1cn2ccccc2n1)c1ccccc1F,14,x,1,-1,x,1,-2.2,1,x,1
CC(=O)NC(=O)c1cnn(-c2ccccc2)c1N,4,-2,-1,3,13,-6,1.1,-5,-13,14
O=C(Cc1ccccc1)Nc1nccs1,x,-3,-3,-3,59,3,-0.3,-13,-59,-29
COc1cc2ccccc2cc1C(=O)N(CCN(C)C)c1nc2ccc(C)cc2s1,13,6,40*,27,-31,-4,-4.6,1,31,5
Cc1cc(Oc2ccc(=O)n(C)n2)nc(SCC(N)=O)n1,x,0,-6,7,9,-4,-0.2,-7,-9,-19
COc1cc(OC)c(OC)cc1/C=C/C(=O)OCC(=O)Nc1c(C)n(C)n(-c2ccccc2)c1=O,6,-2,-11,-16,-8,x,-0.7,-5,8,-2
COc1ccc(-c2nnc(SCC(=O)N3CCCCC3)o2)c(OC)c1,33,-2,-9,-3,-16,0,-2.4,-9,16,-12
C=CCn1c(=O)[nH]c2cc(C(=O)N3CCN(c4ccc(C(C)=O)cc4)CC3)ccc2c1=O,x,x,-9,-4,x,-1,-3.3,-9,x,17
Clc1cccc(OCc2nc(-c3ccncc3)no2)c1,11,-2,-4,x,16,0,-3.1,-5,-16,-6
# (next part)
SMILES,MITF TRPM1 HTS,NSD2 HMT inh,dFosB activator,Rtt109 HAT inh,SR-BI DiI-HDL act,CAL PDZ FP-1,CAL PDZ FP-2,PvdQ inh,SR-BI DiI inh,PfHsp90 yeast 2
Cc1ccc(Cl)c2sc(N3CCN(C(=O)c4ccco4)CC3)nc12,10,3,-6,-14,-12,-5,-5.0,-29,12,2
O=C(COC(=O)CCc1nc2ccccc2n1-c1ccccc1)Nc1ccc(N2CCCCC2)cc1,9,-1,-8,-7,-23,3,0.6,-8,23,1
Cc1onc(-c2c(Cl)cccc2Cl)c1C(=O)NCCN1CCOCC1,2,-1,0,12,-5,0,x,-7,5,6
CCOC(=O)CN1C(=O)C(O)=C(C(C)=O)C1c1ccccc1 (configuration not stated),-7,0,3,-2,x,2,-2.3,-14,x,33
COc1ccccc1CC(=O)Nc1cc(S(=O)(=O)N2CCOCC2)ccc1N1CCOCC1,-18,-1,2,5,-14,-1,-0.2,-13,14,1
O=S(=O)(c1ccc2[nH]ccc2c1)N1CCCCCC1,-8,-2,1,11,3,-8,-3.1,-17,-3,-33
CC(C)N(Cc1nccn1C)C(=O)CC1C(=O)NCCN1Cc1ccccc1C(F)(F)F (configuration not stated),3,5,-1,-4&-4,-3&1,2,-1.5,13&-5,3&-1,-7
CC(=O)N1CCSc2ccc(S(=O)(=O)Nc3ccccc3C)cc21,-11,0,-7,-1,-11,-2,-2.1,-10,11,-7

# Screening data deposited in PubChem by Broad Institute.
